SV40 large T antigen: SV40 large T antigen inhibitors, biochemical (AID 1903). SV40 large T antigen ATPase/helicase inhibition assay; higher % means a stronger effect. one-dose inhibition, % at 20 µM; IC50 in µM for titrated hits. 0.39% of 310,000 active; in the data active means a potency from the dose series; further: strong numbers were not always called active
AID2073: disruptors of CaV2.2 binding to Mint1 – biochemical, HTRF (AID 2073). one-dose inhibition, % at 20 µM; IC50 in µM for titrated hits. HTRF protein-protein interaction, Mint1-CaV2.2; higher % means a stronger effect. 0.19% of 290,000 active; in the data active means inhibition mostly above about 51%, no sharp cut-off; further: some results filed as inactive read as strong as hits
NTR1 agonist: agonists of NTR1, primary screen, imaging, U2OS cells, beta-arrestin-GFP, high content (AID 493036) | P30989 | NTR1-U2OS beta-arrestin-GFP spot imaging, agonist mode | 0.17% of 330,000 active | activation, % at 20 µM;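 active means activation at or above 40% of the spot to cytoplasm intensity ratio, with at least 20 cells analyzed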;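 further: 0% = DMSO without peptide and 100% = 100 nM NTR1 peptide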
Target sequence (P30989 whole entry, looked up): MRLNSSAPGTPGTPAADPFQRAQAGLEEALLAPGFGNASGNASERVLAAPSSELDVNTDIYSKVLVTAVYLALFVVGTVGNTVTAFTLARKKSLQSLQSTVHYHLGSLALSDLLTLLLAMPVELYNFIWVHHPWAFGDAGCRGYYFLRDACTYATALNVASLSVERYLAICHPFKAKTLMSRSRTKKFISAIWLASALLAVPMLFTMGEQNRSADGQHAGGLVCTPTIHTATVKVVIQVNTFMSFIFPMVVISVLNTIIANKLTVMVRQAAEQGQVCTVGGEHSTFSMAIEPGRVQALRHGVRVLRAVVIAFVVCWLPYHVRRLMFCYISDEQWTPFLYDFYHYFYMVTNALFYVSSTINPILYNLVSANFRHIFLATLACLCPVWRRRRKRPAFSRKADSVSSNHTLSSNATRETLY
GPR55 beta-arrestin: GPR55 agonists via beta-arrestin recruitment, primary screen, imaging, U2OS cells, beta-arrestin-GFP redistribution (AID 1961) | U2OS GPR55 beta-arrestin-GFP redistribution imaging; higher % means a stronger effect | activation, % at 10 µM, or EC50 in µM where a hit was titrated | 0.048% of 290,000 active;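 active means activation above 40% with more than 50 cells counted in the well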;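 further: U2OS osteosarcoma cells stably expressing GPR55 and beta-arrestin-GFP; plate controls were DMSO negative control for no effect and LPI positive control for full effect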
Dengue-2 NS5 capping: Dengue-2 NS5 methyltransferase inhibitors, primary screen, biochemical, confirmation dose response (AID 588689); Dengue-2 NS5 methyltransferase capping enzyme assay, biochemical; higher % means a stronger effect; inhibition, % at 25 µM; hits with a dose series show IC50 in µM; 0.3% of 340,000 active; in the data active means a potency from the dose series
GPR55 antagonists: GPR55 antagonists blocking LPI-driven arrestin recruitment, primary screen, imaging, U2OS, beta-arrestin-GFP, LPI agonist (AID 2013). inhibition, % at 10 µM, or IC50 in µM where a hit was titrated. 0.13% of 290,000 active. U2OS GPR55 beta-arrestin-GFP translocation imaging, LPI antagonism; higher % means a stronger effect;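 active means spots per cell inhibited over 60%, with over 100 cells counted and total cytoplasm intensity under 500,000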;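 further: U2OS cells stably carrying GPR55 and arrestin-GFP stimulated by 5 µM LPI near EC80; imaged beta-arrestin-GFP aggregate spots per cell after agonist stimulation; plate controls were LPI-stimulated DMSO wells for no effect and DMSO wells without LPI for full effect; some results filed as inactive read as strong as hits; confirmed hits need IC50 under 10 µM and bright autofluorescent wells are also inconclusive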
MgcRacGAP inhibition: MgcRacGAP GTPase-activating activity inhibitors, confirmation, biochemical, ADP Hunter fluorescence. AID 624330. MgcRacGAP-stimulated Rac1 GTP hydrolysis, ADP Hunter fluorescence; higher % means a stronger effect; GST-tagged Rac1 F28L mutant substrate. 0.6% of 340,000 active. one-dose inhibition, % at 30 µM; IC50 in µM for titrated hits;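 active means first-screen hits whose inhibition reached a set limit at any dose in the follow-up dose series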;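 further: fluorescence reports GDP produced by GAP-driven GTP hydrolysis; strong numbers were not always called active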
GPR35 arrestin U2OS: GPR35 antagonists blocking zaprinast-driven arrestin recruitment, primary screen, imaging, U2OS, beta-arrestin-GFP, zaprinast agonist (AID 2058); U2OS GPR35 beta-arrestin-GFP translocation imaging, zaprinast antagonism; higher % means a stronger effect; one-dose inhibition, % at 10 µM; IC50 in µM for titrated hits; 0.052% of 290,000 active;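 active means inhibition of at least 50% with at least 30 cells and total cytoplasm GFP at most 10,000,000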
Yfh1-off respiration: mitochondrial function rescue without frataxin homolog – Friedreich's ataxia, plus single-dose screen, dose response (AID 1465). S. cerevisiae Yfh1-off respiration, WST-1 reduction, 72 h; higher fold induction means a stronger effect. fold induction at 50 µM; hits with a dose series show EC50 in µM. 0.074% of 220,000 active;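 active means fold induction of absorbance versus untreated yeast above a set limit, then at least 30% activation at any dose in follow-up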;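 further: activators that raise dye reduction in frataxin-depleted yeast; strong numbers were not always called active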
NTR1 agonist cell count 20 µM: further read-out of NTR1 agonist, marked with its call; cell count; measured here: cell count, cytotoxicity flag
Active calls of the source: *; i = inactive; / = not tested or not shown. The order is random; overall some 1.7% were active at least once.

entry	SMILES	SV40 large T antigen	AID2073	NTR1 agonist	NTR1 agonist cell count 20 µM	GPR55 beta-arrestin
1	C/C(=N\NC(=O)c1cccnc1)c1ccc(-n2ccnc2)cc1	3%	-11%	-0.2	86	-0.3%
2	CC(C)CCc1noc(CN2CCN(c3ccc(Cl)cn3)CC2)n1	1%	-19%	2.0	66	-0.3%
3	O=C(Nc1cccc(S(=O)(=O)NC2=NCCCCC2)c1)c1cc(-c2ccc(Cl)cc2)nc2ccccc12	5%	19%	1.0	48	-0.1%
4	Cc1ccc2c(CC(=O)Nc3sccc3C(N)=O)coc2c1	13%	10%	-0.4	49	0.2%
5	Fc1ccc(NC(=S)NC23CN4CN(CN(C4)C2)C3)cc1	8%	-10%	0.9	84	-0.2%
6	CCCc1cc(=O)[nH]c(/N=C(/NC(=O)C(C)N2C(=O)c3ccccc3C2=O)Nc2ccccc2)n1 (stereo unspecified)	3%	39%	7.8	62	-0.1%
7	CCNC(=O)CC1C(=O)N(c2ccc(F)cc2)C(=S)N1CCc1ccncc1 (stereo unspecified)	5%	19%	-1.1	54	0.0%
8	CCCN1CCN(C(=O)C2CCN(c3nnc(C)c4c(C)n(-c5ccc(C)cc5)nc34)CC2)CC1	9%	1%	2.5	41	-0.2%

entry	Dengue-2 NS5 capping	GPR55 antagonists	MgcRacGAP inhibition	GPR35 arrestin U2OS	Yfh1-off respiration
1	-1%	-6%	5%	5%	i
2	/	-4%	0%	13%	i
3	-3%	3%	9%	-10%	i
4	1%	-2%	-1%	21%	/
5	5%	-18%	3%	0%	i
6	3%	4%	4%	3%	i
7	-5%	1%	0%	8%	i
8	-42%	-16%	17%	-7%	/

Next part.
entry	SMILES	SV40 large T antigen	AID2073	NTR1 agonist	NTR1 agonist cell count 20 µM	GPR55 beta-arrestin
9	COc1cc(C2N(c3ccccc3)CCN2c2ccccc2)ccc1OC(C)=O	12%	-7%	4.4	64	-0.2%
10	Cc1cc(C)cc(N(C(C)C(=O)N2CCOCC2)S(C)(=O)=O)c1 (stereo unspecified)	-1%	-10%	1.1	25	-0.2%
11	COc1ccc(-c2cc(C(=O)N3CCN(c4ccc(F)cc4)CC3)no2)cc1	6%	8%	2.6	55	-0.2%
12	CCCCn1nc2cc(C(=O)N[C@H](C)C3CCCCC3)ccc2c1OCC	9%	8%	-0.2	57	-0.3%
13	CC(=O)c1ccc(-n2nnnc2SCC(=O)N2CCc3ccccc3C2)cc1	-3%	4%	/	/	0.3%
14	COc1ccc(F)c(CN2CCN(CCc3ccccc3)C(CCO)C2)c1 (stereo unspecified)	7%	5%	0.3	60	-0.1%
15	COc1cccc2c(C)nc(Nc3nc(CSc4nnc(C)s4)cc(=O)[nH]3)nc12	20%	-3%	1.0	76	-0.1%
16	O=C(O)CCC(=O)Nc1cccc(C(=O)Nc2ccc(Br)cc2)c1	6%	6%	-0.8	97	-0.2%

entry	Dengue-2 NS5 capping	GPR55 antagonists	MgcRacGAP inhibition	GPR35 arrestin U2OS	Yfh1-off respiration
9	6%	-1%	11%	-21%	i
10	/	-2%	/	25%	i
11	2%	3%	10%	9%	/
12	-6%	13%	9%	3%	i
13	1%	1%	4%	-4%	i
14	0%	-11%	-9%	0%	/
15	5%	3%	11%	-7%	i
16	-14%	3%	5%	9%	i

Compound profiles (already shown):
COc1ccc(-c2cc(C(=O)N3CCN(c4ccc(F)cc4)CC3)no2)cc1 is entered as SV40 large T antigen: 6%; AID2073: 8%; NTR1 agonist: 2.6; NTR1 agonist cell count 20 µM: 55; GPR55 beta-arrestin: -0.2%; Dengue-2 NS5 capping: 2%; GPR55 antagonists: 3%; MgcRacGAP inhibition: 10%; GPR35 arrestin U2OS: 9%; Yfh1-off respiration: /
COc1ccc(F)c(CN2CCN(CCc3ccccc3)C(CCO)C2)c1 (stereo unspecified) is entered as SV40 large T antigen: 7%; AID2073: 5%; NTR1 agonist: 0.3; NTR1 agonist cell count 20 µM: 60; GPR55 beta-arrestin: -0.1%; Dengue-2 NS5 capping: 0%; GPR55 antagonists: -11%; MgcRacGAP inhibition: -9%; GPR35 arrestin U2OS: 0%; Yfh1-off respiration: /

More results
entry	SMILES	SV40 large T antigen	AID2073	NTR1 agonist	NTR1 agonist cell count 20 µM	GPR55 beta-arrestin
17	O=c1c2cc([N+](=O)[O-])ccc2nc2n1CCC2	5%	27%	-0.4	58	-0.2%
18	Cc1oc2ccc(OCc3ccc(Cl)cc3)cc2c1C(=O)O	19%	49%	0.4	69	-0.1%
19	CSc1ccccc1NC(=S)N/N=C/c1cccn1Cc1ccc(F)cc1	15%	9%	12	49	0.2%
20	O=C(Cc1ccc(Cl)cc1)NCC(=O)N1CCN(c2ccccc2)CC1	6%	0%	0.7	60	-0.1%
21	O=C(COC(=O)c1cccc(Br)c1)NCCNC(=O)COC(=O)c1cccc(Br)c1	5%	8%	0.7	50	0.0%
22	COc1ccc(NC(=O)CN(C)C(=O)CN2C(=O)c3ccc([N+](=O)[O-])cc3C2=O)cc1	-1%	10%	0.0	57	0.0%
23	CN(C)S(=O)(=O)n1cnc2ccccc21	9%	-4%	-2.8	94	-0.3%
24	COC(=O)c1c(NC(=O)c2ccc(C)cc2)csc1C	7%	-3%	1.6	37	-0.1%

entry	Dengue-2 NS5 capping	GPR55 antagonists	MgcRacGAP inhibition	GPR35 arrestin U2OS	Yfh1-off respiration
17	-3%	1%	4%	-12%	/
18	-5%	0%	1%	1%	i
19	-6%	2%	9%	1%	i
20	3%	18%	3%	19%	/
21	-4%	-5%	8%	3%	/
22	-9%	13%	10%	5%	/
23	0%	19%	4%	-8%	/
24	5%	-6%	7%	11%	i

(listing goes on)
entry	SMILES	SV40 large T antigen	AID2073	NTR1 agonist	NTR1 agonist cell count 20 µM	GPR55 beta-arrestin
25	COc1ccc(C(=O)CSc2nnc(CNC(=O)c3ccc(OC)c(OC)c3)n2C)cc1	1%	3%	2.2	49	-0.2%
26	O=C(N/N=C/c1ccccc1F)NC12CC3CC(CC(C3)C1)C2	-2%	9%	11	48	0.0%
27	COc1cc(Br)ccc1NC(=O)c1ccccc1-c1ccccc1C(=O)O	15%	/	0.2	41	/
28	COc1cc(COc2ccc3c(C)c(Cc4ccccc4)c(=O)oc3c2)cc(OC)c1OC	0%	-2%	1.2	84	-0.3%
29	CCCCN(CCCC)C(=S)NC(=O)C(C)(C)C	8%	-17%	-2.1	69	0.1%
30	COC(=O)Nc1ccc(S(=O)(=O)N2CCCC(C(=O)NC3CCS(=O)(=O)C3)C2)cc1 (stereo unspecified)	7%	16%	-0.4	64	0.0%
31	COC(=O)/C=C1\N/C(=N\c2nc(C)cc(C)n2)N(c2ccccc2)C1=O	11%	2%	1.6	41	-0.2%
32	Cc1ccc(Nc2cc(C)nc3nc(C)nn23)cc1	10%	-11%	1.7	53	-0.3%

entry	Dengue-2 NS5 capping	GPR55 antagonists	MgcRacGAP inhibition	GPR35 arrestin U2OS	Yfh1-off respiration
25	-7%	0%	14%	-1%	i
26	1%	6%	6%	15%	/
27	8%	/	6%	/	/
28	-2%	-3%	5%	10%	i
29	3%	3%	7%	-21%	i
30	-2%	15%	7%	10%	i
31	/	-7%	/	-2%	i
32	-5%	-4%	2%	4%	/

The list continues.
entry	SMILES	SV40 large T antigen	AID2073	NTR1 agonist	NTR1 agonist cell count 20 µM	GPR55 beta-arrestin
33	CCCCN(C)C(=O)c1cc2cc3ccc(OC)cc3nc2s1	14%	6%	1.8	86	0.4%
34	O=C(Nc1ncnc2sc3c(c12)CCCCC3)c1ccc(F)cc1	3%	3%	12	85	-0.1%
35	O=C(CN(Cc1ccccc1)S(=O)(=O)c1ccc(F)cc1)NCc1ccncc1	6%	-4%	0.7	38	-0.4%
36	O=Cc1cc2ccccc2nc1SCc1ccc(Cl)c(Cl)c1	3%	3%	20	46	0.0%
37	CCn1nnc(-c2ccc(N)cc2)n1	6%	6%	-1.9	74	0.0%
38	COc1ccc(-n2c(COc3ccc(C)cc3)nnc2SCC(=O)O)cc1	-3%	4%	2.0	52	0.3%
39	O=c1c2ccccc2nc2c3ccccc3c(NCCN3CCOCC3)nn12	3%	14%	2.4	77	-0.4%
40	COCCN1C2=C(C(=O)CC(C)(C)C2)C(c2ccc(OC)c(OC)c2)C2=C1CC(C)(C)CC2=O	8%	5%	-0.2	48	-0.1%

entry	Dengue-2 NS5 capping	GPR55 antagonists	MgcRacGAP inhibition	GPR35 arrestin U2OS	Yfh1-off respiration
33	9%	12%	13%	7%	i
34	-1%	3%	2%	20%	i
35	-1%	19%	7%	-3%	/
36	3%	-46%	8%	-25%	i
37	2%	-2%	2%	14%	i
38	1%	-4%	10%	4%	/
39	/	2%	/	11%	i
40	/	5%	1%	15%	/

(more compounds)
entry	SMILES	SV40 large T antigen	AID2073	NTR1 agonist	NTR1 agonist cell count 20 µM	GPR55 beta-arrestin
41	CC(NC(=O)c1cc(Br)ccc1Br)c1ccccc1 (stereo unspecified)	6%	16%	0.4	42	-0.2%
42	CCOc1ccc(OCC)c(Nc2cc(C)nc3ncnn23)c1	2%	-3%	5.7	51	-0.3%
43	Cn1c(SCC(=O)Nc2ccccc2O)nnc1-c1ccco1	27%	-2%	0.1	44	0.2%
44	CCOC(=O)c1c(C)c(C(=O)N2CCCCCC2)c(C)n1CC	4%	1%	2.1	64	0.2%
45	COc1cc(S(C)=O)ccc1-c1nc2ncccc2[nH]1 (stereo unspecified)	4%	/	-0.5	57	/
46	Cn1ccnc1SCCC#N	0%	-3%	-1.9	48	-0.1%
47	CCOCCc1c(O)nc(SCC(=O)N2CCOCC2)[nH]c1=O	-3%	10%	-0.3	53	-0.1%
48	CC(=O)Nc1ccc(C(=O)OCc2ccccc2Br)cc1	23%	5%	1.0	65	0.0%

entry	Dengue-2 NS5 capping	GPR55 antagonists	MgcRacGAP inhibition	GPR35 arrestin U2OS	Yfh1-off respiration
41	/	-6%	/	19%	i
42	-8%	6%	-3%	-6%	i
43	-9%	-4%	5%	-6%	/
44	-5%	9%	5%	-8%	i
45	-7%	/	6%	/	/
46	2%	-6%	11%	6%	i
47	-4%	13%	5%	-6%	/
48	-5%	0%	4%	9%	i

Shown in transposed form: part of the list above
[44] CCOC(=O)c1c(C)c(C(=O)N2CCCCCC2)c(C)n1CC
[45] COc1cc(S(C)=O)ccc1-c1nc2ncccc2[nH]1 (stereo unspecified)
Compound,44,45
SV40 large T antigen,4%,4%
AID2073,1%,/
NTR1 agonist,2.1,-0.5
NTR1 agonist cell count 20 µM,64,57
GPR55 beta-arrestin,0.2%,/
Dengue-2 NS5 capping,-5%,-7%
GPR55 antagonists,9%,/
MgcRacGAP inhibition,5%,6%
GPR35 arrestin U2OS,-8%,/
Yfh1-off respiration,i,/

Compound activity (PubChem BioAssay)
